From PubChem BioAssay
GPR151 ag – activators of human GPR151. Q8TDV0. PathHunter beta-arrestin GPR151 cells, luminescence. activation, % at 11.2 µM. hit rate 1% among 650,000. AID 1508602; in the data active = activation above about 4.9%;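 also: 0% = median of compound wells and 100% = cells with positive control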
Target sequence (Q8TDV0 whole entry, looked up): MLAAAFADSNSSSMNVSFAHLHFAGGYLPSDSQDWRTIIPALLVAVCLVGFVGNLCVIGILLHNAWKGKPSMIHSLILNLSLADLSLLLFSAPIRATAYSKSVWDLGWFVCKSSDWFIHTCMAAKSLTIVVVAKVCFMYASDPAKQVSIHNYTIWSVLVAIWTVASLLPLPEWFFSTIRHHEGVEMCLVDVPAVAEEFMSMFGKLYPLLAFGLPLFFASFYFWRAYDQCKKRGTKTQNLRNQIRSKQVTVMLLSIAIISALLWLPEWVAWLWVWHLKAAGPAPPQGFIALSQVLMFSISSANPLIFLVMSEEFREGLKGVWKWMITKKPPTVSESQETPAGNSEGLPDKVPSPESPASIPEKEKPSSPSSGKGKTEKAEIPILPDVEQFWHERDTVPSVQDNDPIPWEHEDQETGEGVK
TEAD-YAP inh – TEAD-YAP interaction inhibition; HEK-TIYL cells, TEAD-Gal4/YAP UAS-luciferase luminescence; inhibition, % at 9.12 µM; hit rate 1.4% among 640,000; in the data active = inhibition above about 32%;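 also: 0% = median of test compound wells and 100% = reference inhibitor wells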
MITF primary – inhibitors of human MITF. inhibition, % at 2.6 µM. O75030. AlphaScreen MITF homodimerization, bead proximity signal. hit rate 0.91% among 650,000; in the data active = inhibition above about 50%;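 also: 0% = vehicle wells with protein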
Target sequence (O75030 whole entry, looked up): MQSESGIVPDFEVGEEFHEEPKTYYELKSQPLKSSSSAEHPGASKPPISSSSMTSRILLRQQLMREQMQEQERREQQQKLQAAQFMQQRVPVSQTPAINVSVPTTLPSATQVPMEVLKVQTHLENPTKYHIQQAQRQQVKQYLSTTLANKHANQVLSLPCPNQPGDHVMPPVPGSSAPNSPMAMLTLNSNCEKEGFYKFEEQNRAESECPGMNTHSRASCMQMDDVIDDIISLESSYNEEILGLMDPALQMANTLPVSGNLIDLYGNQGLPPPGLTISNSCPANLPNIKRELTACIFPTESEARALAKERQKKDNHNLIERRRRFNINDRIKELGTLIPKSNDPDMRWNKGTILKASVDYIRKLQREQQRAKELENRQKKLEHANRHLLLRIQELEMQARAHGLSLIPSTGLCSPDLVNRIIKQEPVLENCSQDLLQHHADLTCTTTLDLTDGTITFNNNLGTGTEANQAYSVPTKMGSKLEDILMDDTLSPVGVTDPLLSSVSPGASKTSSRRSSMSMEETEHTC
FBW7 act – human FBW7 E3 ligase activation, primary screen; Q969H0; hit rate 0.13% among 650,000; AlphaScreen FBW7–phospho-cyclin E peptide binding, activator screen; normalized activity (activation), % at 26.1 µM; in the data active = normalized activity above about 1.9%;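 also: purified mutant Fbw7 with reduced substrate affinity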
* = called active by the depositor; & = joins results of further samples.

smiles,GPR151 ag,TEAD-YAP inh,MITF primary,FBW7 act
O=C(NCc1nc(NC2CCCC2)c2cc(Cl)ccc2n1)c1cccs1,-1.4,3,-17,-0.2
Cn1c(=O)c2c(ncn2CC(=O)N2CCc3ccccc32)n(C)c1=O,0.3,-6,2,-0.1
COC(=O)C1=C(C)NC2=C(C(=O)CC(c3ccccc3)C2)C1c1ccccc1OC (stereo not drawn),0.7,5,-10,0.1
O=S(=O)(N/N=C/c1c[nH]c2ccc(Br)cc12)c1ccccc1,0.0,-5,6,-0.2
COc1ccc(C(CNC2=CC(=O)CC(C)(C)C2)N2CCCC2)cc1 (stereo not drawn),-0.7,12,6,-0.1
COc1cc(C(c2c(C)[nH]n(-c3ccccc3)c2=O)c2c(C)[nH]n(-c3ccccc3)c2=O)ccc1OCc1ccccc1Cl,1.3,-27,-3,-1.6
CCN1CCN(c2nc3cc4c(cc3cc2CNCc2ccc(F)cc2)OCO4)CC1,1.5,-14,-19,-0.1
NC(=O)C1CCCN(S(=O)(=O)c2ccccc2)C1 (stereo not drawn),-0.1,-4,7,0.0
O=C(Cc1ccc(Cl)cc1)Nc1ccc2nn(-c3ccc(Cl)cc3)nc2c1,-1.1,2,12,-0.2
COc1ccc(OC)c(CC(=O)N2CCC[C@@H]2Cn2nc(-c3cccs3)ccc2=O)c1,0.6,12,10,0.0
CSc1ncc(/C=C2/C(=O)NC(=O)N(c3ccc(C)c(C)c3)C2=O)cn1,-0.4,0,7,-0.1
CCCSc1nnc(CNC(=O)C23CC4CC(CC(C4)C2)C3)n1CC,2.5,14,2,0.0

Entries above that contain a thiophene ring, fused or not:
smiles,GPR151 ag,TEAD-YAP inh,MITF primary,FBW7 act
O=C(NCc1nc(NC2CCCC2)c2cc(Cl)ccc2n1)c1cccs1,-1.4,3,-17,-0.2
COc1ccc(OC)c(CC(=O)N2CCC[C@@H]2Cn2nc(-c3cccs3)ccc2=O)c1,0.6,12,10,0.0

The list goes on:
smiles,GPR151 ag,TEAD-YAP inh,MITF primary,FBW7 act
O=C(NC1C(=O)NNC1c1ccc(Cl)cc1)c1ccc(F)cc1 (stereo not drawn),-0.8,-2,18,-1.1
O=c1[nH]nc(N/N=C/c2cccc(Br)c2)c(=O)[nH]1,1.9,6,9,0.2
NC1C=CC=C(C(=O)O)C1 (stereo not drawn),3.3,-2,5,0.0
CC(C)CC(=O)N1CCC(O)(CS(=O)(=O)Cc2ccc(Cl)cc2)CC1,0.7,-2,0,0.1
CC(C)COC(=O)Nc1nnc(C(C)C)s1,13*,-74,-7,0.1
CCCOC(=O)C(CC)Oc1ccc2c(=O)c(Oc3ccccc3Br)coc2c1 (stereo not drawn),0.4,12,-2,0.0
COc1ccc(S(=O)(=O)Oc2cc(C)ccc2C)cc1OC,0.8,-7,2,-0.1
Cc1ccc(NC(=O)CN(C)CC(=O)Nc2ccccc2Oc2ccccc2)cc1,-0.8,6,91*,-0.3
O=C(c1nc2ccccn2c1CN1CCN(c2ccccc2)C(=O)C1)N1CCOCC1,2.4,2,-4,0.1
CCc1ccc(NC(=O)c2cc(S(=O)(=O)NC3CCCCCC3)ccc2F)cc1,-0.2,12,7,0.1
CCCCC(=O)N1c2ccc(C)cc2C2=C(SC(C(=O)OC)=C(C(=O)OC)C23SC(C(=O)OC)=C(C(=O)OC)S3)C1(C)C,1.3,-6,8,0.0
N#C/C(=C\c1ccc(F)cc1)C(=O)N1CCOCC1,6.3*,-34,-8,0.1
CC/C(O)=C1\C(=O)CC(c2ccccc2)CC1=NC(C)C (stereo not drawn),0.6,-14,-10,-0.1
O=C(NCCOc1ccccc1)c1cc(Nc2ccc(C(F)(F)F)cc2)nc2ccccc12,2.5,-5,-5,0.1
CCN(C(=O)c1ccc(Br)cc1)c1ccccc1,0.3,-10,2,0.0
O=C1NC(c2ccc(Cl)cc2Cl)Oc2ccccc21 (stereo not drawn),8.9*,3,12,0.5
CCOC(=O)C1CCN(c2nc3ncccc3nc2-c2ccccc2)CC1,0.2,-6,-21,0.1
Cc1ccc(S(=O)(=O)N(CCc2ccccc2)CC(=O)NCC(C)C)cc1,2.7,-10,3,0.0
C=CCSc1nc2sc3c(c2c(=O)[nH]1)CCCC3,0.2,-3,-3,0.1
CCN(C(=O)NCc1noc2ccccc12)c1ccccc1C,-1.7,2,2,0.2
O=[N+]([O-])c1ccc(CSc2nnc(-c3ccc4c(c3)OCO4)o2)cc1,-0.5,5,1,-0.1
O=C(CCSc1ccc(Br)cc1)NC12CC3CC(CC(C3)C1)C2,0.6,-5,5,-0.1
CCOc1ccc(NC(=O)c2ccc(N3CC4CC(C3)c3cccc(=O)n3C4)c(NS(=O)(=O)CC34CCC(CC3=O)C4(C)C)c2)cc1 (stereo not drawn),0.7,10,6,0.3
CCN(CC)c1ccc(C(Nc2ccc(C(=O)OC)cc2)P(=O)(OC(C)C)OC(C)C)cc1 (stereo not drawn),-0.7,0,-7,0.0

The final 3 entries of the section above are carried over, then new ones follow.
smiles,GPR151 ag,TEAD-YAP inh,MITF primary,FBW7 act
O=C(CCSc1ccc(Br)cc1)NC12CC3CC(CC(C3)C1)C2,0.6,-5,5,-0.1
CCOc1ccc(NC(=O)c2ccc(N3CC4CC(C3)c3cccc(=O)n3C4)c(NS(=O)(=O)CC34CCC(CC3=O)C4(C)C)c2)cc1 (stereo not drawn),0.7,10,6,0.3
CCN(CC)c1ccc(C(Nc2ccc(C(=O)OC)cc2)P(=O)(OC(C)C)OC(C)C)cc1 (stereo not drawn),-0.7,0,-7,0.0
COc1cccc(C(=O)CN2CCC(n3nnc4cc(C(F)(F)F)ccc43)CC2)c1,-0.5,0,10,1.0
O=C(CC1C(=O)NCCN1CC1CCCCC1)NC1(c2ccccc2)CC1 (stereo not drawn),-0.7,2,3,0.1
CN(CC(=O)Nc1ccc(Cl)c([N+](=O)[O-])c1)C1CCCCC1,0.8,-2,0,-0.2
CCOc1ccc(N(CC(=O)NCCc2ccc(OC)c(OC)c2)S(C)(=O)=O)cc1,0.5,2,3,0.1
Cc1nnc(Sc2nc3ccccc3s2)c2ccccc12,-0.4,-47,4,0.7
COc1cn(CC(=O)Nc2cccc(C)c2)c(CSc2ncccn2)cc1=O,1.6,-5,9,0.1
CCC(C)NC(=O)Cn1cnc2sc(C)cc2c1=O (stereo not drawn),-0.2,-4,9,0.2
CC(C)n1c(N2CCCC2CO)nc2c(NCCc3ccc(O)cc3)ncnc21 (stereo not drawn),-0.7,3,8,0.2
CCSCCOC(=O)C1=C(C)NC2=C(C(=O)C(C(=O)OC)C(C)C2)C1c1ccc(O)c(OC)c1 (stereo not drawn),0.4,-15,-6,0.1
CCOc1cc(/C=C2\N=C(c3ccc(Br)cc3)OC2=O)ccc1OC(C)=O,-0.2,0,14,0.1
COc1ccc(C)cc1N1CCCn2c1nc1c2c(=O)[nH]c(=O)n1C,-1.2,12,1,-0.1
N#CC1=C(N)Oc2n[nH]c(-c3ccc4c(c3)OCO4)c2C1c1cccc(OC(=O)c2cccs2)c1 (stereo not drawn),0.2,6,-10,0.0
COc1ccc(CC(=O)Nc2nnc(SCc3cccc(F)c3)s2)cc1,-1.4,8,6,-0.1
Cc1ccccc1N1CCN(Cc2ccsc2)CC1,0.1,15,29,0.0
CCONC(=O)Nc1ccccc1[N+](=O)[O-],0.2,1,8,0.0
O=C(CN1CCCCC1)c1c[nH]c2ccccc12,0.1,2,6,0.0
Cc1cnc(CNC(=O)CC2C(=O)NCCN2Cc2cccc3ccccc23)cn1 (stereo not drawn),2.2,-3,7,0.0
Cc1ccc(C(=O)NCCCn2ccnc2)cc1[N+](=O)[O-],-0.1,4,1,0.0
O=C(NCCC1=CCCCC1)C1(c2cc(-c3ccccc3F)on2)CC1,-1.0,-23,-3,-0.1
Nc1ccccc1N=Cc1sc2ccccc2c1O,-4.5,-32,23,-0.1
CCCSc1nnc2c(n1)OC(C)(CC)Nc1ccccc1-2 (stereo not drawn),0.4,-44,9,0.2
Cc1cccc(C(=O)NCCN2CCCCC2)c1,0.1,-13,-14,-0.3
O=C1NC(=Nc2ccc3ccccc3c2)S/C1=C/c1cccc(Br)c1,0.9,-10,5,0.1
C[C@H]1C(=O)N2CCN(Cc3ccc(CN4CCCCC4)s3)C[C@@H]2C(=O)N1C,-0.9,-2,-1,0.6

Going on with the list.
The line under a structure holds: GPR151 ag	TEAD-YAP inh	MITF primary	FBW7 act
Cc1cc(C)n(-c2nc3cc(Cl)c(Cl)cc3n3cnnc23)n1
    -0.7	5	3	0.0
CNC(=O)Nc1cc(C(C)(C)C)no1
    -0.6	8	3	0.0
CCN1C(=O)CC(C(=O)Nc2ccccc2)SC1=Nc1ccc(OC)cc1 (stereo not drawn)
    0.4	8	5	0.1
Cc1cccc(CN[C@H]2C[C@@H](C(=O)NCc3cccnc3)N(C/C=C/c3ccccc3)C2)c1
    -0.2	4	5	-0.2
CNC(=S)Nc1ccc(OCc2ccccc2)cc1
    -0.7	-6	16	-0.2
CCOc1ccccc1NC(=O)c1sc2ncn(CC(=O)Nc3ccccc3OC)c(=O)c2c1C
    1.3	-6	-5	-0.2
NC(=S)c1cc2cccc3c2n(c1=O)CC3
    0.6	3	12	-0.1
CCCCN(c1ccccc1)S(=O)(=O)c1cccc2nsnc12
    -1.0	0	3	0.0
Cc1cnc(-c2ccc(C(=O)N3CCN(C)CC3)cc2)nc1NCCN(C(C)C)C(C)C
    1.7	3	-10	0.0
CC(=O)Nc1c(C(N)=O)oc2ccccc12
    0.1	9	12	0.1
COc1cc(C(=O)O)c(C2Oc3ccccc3C3CC(c4ccccc4)=NN32)cc1OC (stereo not drawn)
    -1.1	-31	16	0.5
CCCN1C(=O)/C(=C/c2ccc(OCC)cc2OCC)NC1=S
    1.2	-2	-15	0.0
CC(C)=C(NC(=O)c1ccccc1)C(=O)Nc1ccccc1
    0.2	-19	-4	0.9
CCc1ccc(NC(=O)C(=O)NCCC(C)C)cc1
    0.4	-16	1	0.0
CCCN1CCN(C(=O)C2CCCN(c3nc4ccc(OCC)cc4s3)C2)CC1 (stereo not drawn)
    -0.3	-3	62*	-0.1
CCc1nnc(SCC(=O)Nc2cccc(Cl)c2)nc1CC
    -0.8	2	-4	0.1
CCOC(=O)c1ccccc1NC(=O)COc1cc(Cl)ccc1Cl
    -0.8	1	9	0.1
O=C1/C(=C/c2ccc(Cl)cc2)C=C(c2ccccc2)N1c1ccc(Sc2ccc([N+](=O)[O-])cc2)cc1
    -1.3	9	-10	0.2
CCOC(=O)C/C(C)=N/NC(=O)C1CC1(c1ccccc1)c1ccccc1 (stereo not drawn)
    1.5	0	7	0.1
CC(=O)Nc1ccccc1OCC(=O)N(C(C)C)C(C)C
    -0.4	1	1	0.1
CN(c1ccccc1C(=O)Nc1ccc(CC#N)cc1)S(C)(=O)=O
    1.2	11	9	0.4
Cc1ccc(NC(=S)NCC2CCCO2)cc1 (stereo not drawn)
    -0.6&-0.2	-23&-18	15&7	0.7&0.2
CS(=O)(=O)N1CCN(C(=O)c2ccc(-c3ccccc3)cc2)CC1
    2.1	4	4	-0.1
Cc1cc(=O)oc2c3c(ccc12)O/C(=C/C=C/c1ccccc1)C3=O
    -0.2	-21	19	0.1
O=C1ON=C(c2ccccc2)/C1=C/C=C/c1ccccc1
    2.6	-7	4	-0.1
CC(Nc1ccc(Br)cc1)C(=O)N/N=C/c1ccc2c(c1)OCO2 (stereo not drawn)
    2.3	7	10	0.2
O=C(Cn1cnc([N+](=O)[O-])n1)OCc1ccccc1
    -0.2	5	5	0.0
CCC(c1nnnn1CCc1ccccc1)N1CCN(C(=O)c2ccco2)CC1 (stereo not drawn)
    -0.1	-9	-11	0.0
O=C(Nc1ccc2oc(-c3ccccc3F)nc2c1)c1ccc(-c2ccc([N+](=O)[O-])cc2)o1
    -0.3	-2	6	0.2
CCOC(=O)c1ccccc1NC(=O)C(C)Sc1ccccc1 (stereo not drawn)
    -1.2	2	5	0.0
COc1cc([N+](=O)[O-])ccc1NC(=O)COc1ccc(Br)cc1
    1.0	1	12	0.0
C=CCNC(=O)[C@@H]1C=CCN1C(=O)c1ccc(OC)cc1
    0.1	-8	-5	0.1
CSc1nc(NCC(C)C)c2cnn(CCNC(=O)CC3CCCC3)c2n1
    -0.9	-5	-8	-0.1
Cc1sc2ncn(CC(=O)NCCCC(=O)NCc3cccnc3)c(=O)c2c1C
    -0.1	6	14	-0.1
Cc1c(Cl)cccc1NC(=O)Cn1cnc2sc3c(c2c1=O)CCCC3
    -0.1	12	8	0.1
O=C(O)c1c(CNCCCc2ccccc2)c2ccccc2n1Cc1cccc(Cl)c1
    -0.2	21	10	0.1
CN1C(=O)/C(=C2\SC(N3CCCCCC3)=NC2=O)c2cc([N+](=O)[O-])ccc21
    1.6	7	16	0.1
CCc1ccc(-c2nn(-c3ccccc3)c(=S)c3ccccc23)cc1
    0.0	8	-4	-0.2
COc1cccc(C2Nc3ccc([N+](=O)[O-])cc3C3C=CCC32)c1OC (stereo not drawn)
    -0.1	5	14	-0.2
CC(=O)c1ccc(S(=O)(=O)N(C2=NCCCS2)c2ccc(F)cc2)cc1
    -0.4	-8	-14	0.0
O=C1CCC(N2CCN(c3ncccn3)CC2)CCN1Cc1ccc(Cl)cc1 (stereo not drawn)
    0.7	10	5	0.0
C=CCn1c(SCc2nc3ccccc3[nH]2)nnc1-c1ccco1
    -1.1	-16	17	-0.3
